KCNQ1 act – potentiators or activators of human KCNQ1 potassium channel. P51787. CHO-K1 KCNQ1, thallium flux FluxOR fluorescence; active compounds read high. B-score at 10 µM. actives 0.35% (n = 310,000). AID 2648;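 active = fluorescence ratio B-score, a plate-corrected score, at least three library SD, with initial intensity B-score within 5 SD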
Target sequence (P51787 whole entry, looked up): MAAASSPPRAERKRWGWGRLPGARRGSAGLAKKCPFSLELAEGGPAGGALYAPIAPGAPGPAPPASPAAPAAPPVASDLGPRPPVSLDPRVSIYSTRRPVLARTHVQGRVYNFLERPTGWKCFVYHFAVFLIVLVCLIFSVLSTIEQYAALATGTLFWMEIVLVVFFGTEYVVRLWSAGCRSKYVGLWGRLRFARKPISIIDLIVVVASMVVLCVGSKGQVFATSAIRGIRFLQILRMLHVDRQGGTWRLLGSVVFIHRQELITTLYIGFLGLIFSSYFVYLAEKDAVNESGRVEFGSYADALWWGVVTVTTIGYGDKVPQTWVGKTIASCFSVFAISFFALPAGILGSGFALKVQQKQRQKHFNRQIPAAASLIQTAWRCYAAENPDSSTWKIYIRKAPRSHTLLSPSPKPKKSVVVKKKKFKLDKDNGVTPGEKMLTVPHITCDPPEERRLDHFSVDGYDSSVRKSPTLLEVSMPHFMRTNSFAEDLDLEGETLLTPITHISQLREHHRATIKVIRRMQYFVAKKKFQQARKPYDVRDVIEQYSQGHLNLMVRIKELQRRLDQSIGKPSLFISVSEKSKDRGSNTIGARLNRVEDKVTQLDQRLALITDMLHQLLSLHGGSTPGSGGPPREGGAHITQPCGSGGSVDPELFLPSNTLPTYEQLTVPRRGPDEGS
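Assay system: CHO-K1 cells stably expressing KCNQ1. Medium: assay buffer for compound exposure, DMSO matched across wells. Timing: 37 °C overnight plating, 90-min dark dye load, 20-min compound pretreatment. Signal: kinetic FluxOR fluorescence, 10 s baseline plus 110 s post-stimulus.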
TMEM16A act – activates or potentiates the mouse TMEM16A chloride channel | HEK293 TMEM16A/YFP-H148Q/I152L, iodide quench fluorescence; active compounds read low | B-score at 10 µM | actives 0.3% (n = 340,000);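 active = fluorescence-ratio B-score plate-corrected deviation score at least 3 library SD below zero, with starting fluorescence score within 5 deviations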;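 also: channel opened by trigger with iodide after compound preincubation; score built on the fluorescence ratio of max minus min over baseline; more negative score means more quench and so TMEM16A activation or potentiation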
KCNQ1 inh – blocks the human KCNQ1 potassium channel | B-score at 10 µM | actives 1.3% (n = 310,000) | CHO-K1 KCNQ1, FluxOR thallium flux fluorescence; active compounds read high;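 active = compounds whose thallium flux B-score, printed positive for inhibition, exceeds three library SD while starting fluorescence stays within three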;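 also: channel opened by potassium depolarization with thallium stimulus after 20 min compound exposure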
hERG rescue – hERG (human) protection from proarrhythmic block; Q12809; CHO-hERG, FluxOR thallium flux, dofetilide IC70 present; activation (rescue from dofetilide block), less the hit threshold, % at 10 µM; actives 0.51% (n = 310,000);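 active = activation above the mean of controls blocked by dofetilide plus 5 SD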;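 also: thallium influx through hERG after potassium depolarization seen as dye fluorescence rise; in these data hits start at about 4.7%; inactives centre near -7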
HDAC3 inh – human HDAC3 inhibition | O15379 | recombinant HDAC3, fluorogenic peptide/trypsin coupled, fluorescence | inhibition, % at 8.3 µM | actives 0.15% (n = 320,000) | AID 2718; in the data active = inhibition above about 26%, passing the limit was not always enough; inconclusive = no clear call, values can overlap the other calls
TRPC4 potent – TRPC4 (mouse) allosteric potentiation | AID 2227 | actives 0.42% (n = 310,000) | HEK293 TRPC4beta/mu-opioid, DAMGO EC20, Fluo-4 Ca2+ flux; active compounds read high | B-score at 10 µM | Q9QUQ5;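 active = B-score of calcium response area above 5 SD of library B-scores, with initial fluorescence ratio within 5 SD of library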;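 also: B-score of integrated fluorescence ratio over time as area under calcium response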
DYRK1A inh – inhibitors of rat Dyrk1A kinase. Q63470. ADP-Glo luminescence, NFATc1 peptide. AID 504441. inhibition, % at 12.5 µM. actives 0.43% (n = 310,000); in the data active = inhibition above about 50%;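 also: plate controls were vehicle with enzyme for no effect and no enzyme for full effect; many of its hits are not listed in these tables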
KCNK3 block – human KCNK3 channel inhibition, primary screen; CHO-KCNK3 thallium flux, FluxOR fluorescence; active compounds read low; AID 602410; O14649; B-score at 10 µM; actives 0.84% (n = 340,000);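 active = B-score under library mean minus 4 SD, starting fluorescence ratio at most library mean plus 5 SD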;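 also: more negative B-score means stronger inhibition of thallium flux through KCNK3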
KCNK9 inh – human KCNK9 channel inhibition; actives 1.2% (n = 310,000); B-score at 10 µM; AID 488922; Q9NPC2; HEK293 KCNK9, FluxOR thallium flux fluorescence; active compounds read low;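 active = ratio B-score over 3 SD below the library mean, with starting fluorescence within 5 SD of its mean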;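 also: negative B-score means less thallium flux so channel inhibition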
Target sequence (Q9NPC2 whole entry, looked up): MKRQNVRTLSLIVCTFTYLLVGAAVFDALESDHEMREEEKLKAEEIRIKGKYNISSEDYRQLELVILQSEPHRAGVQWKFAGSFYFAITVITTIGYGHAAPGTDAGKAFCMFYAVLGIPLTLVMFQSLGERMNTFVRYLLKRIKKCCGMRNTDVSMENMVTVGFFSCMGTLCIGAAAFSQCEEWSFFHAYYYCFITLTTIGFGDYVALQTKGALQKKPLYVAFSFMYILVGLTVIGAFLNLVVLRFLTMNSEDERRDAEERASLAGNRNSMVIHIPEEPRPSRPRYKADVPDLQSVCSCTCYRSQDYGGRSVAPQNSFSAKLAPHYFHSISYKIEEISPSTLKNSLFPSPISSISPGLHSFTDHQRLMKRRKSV
TMEM16A inh – blocks the mouse calcium-activated chloride channel TMEM16A. normalized B-score (activity score, 25-100; higher = stronger inhibition) at 10 µM. HEK293 TMEM16A/YFP iodide influx fluorescence, ionomycin. actives 1.2% (n = 310,000);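 active = ratio plate-corrected score three or more library SD toward inhibition, starting fluorescence score within five deviations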;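 also: score derived from kinetic fluorescence span divided by baseline fluorescence per well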
TRPC4 act – activators of mouse TRPC4 channel | HEK293 TRPC4beta/mu-opioid, Fluo4 calcium fluorescence; active compounds read high | B-score at 10 µM | actives 0.49% (n = 310,000) | Q9QUQ5 | AID 2237;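 active = B-score above 5 SD of library B-scores, and initial fluorescence ratio not above library mean plus 5 SD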;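 also: positive B-score marks a calcium rise read as TRPC4 activation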
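Material: TRPC4beta and mu-opioid receptor HEK293 stable cells | Incubation: 45 min room-temperature Fluo4 loading, 110 s read | Detection: Kinetic Fluo4 calcium fluorescence | Measure: Integrated baseline-normalised fluorescence ratio, converted to per-well B score | Benchmarks: Low control buffer alone, high control maximal DAMGO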
* hit, by the source's call. An excerpt. The share of hits here may be higher or lower than overall.

O=C(O)CC/C(=C\c1cc2c(cc1Br)OCO2)c1nc2ccccc2s1 was read as KCNQ1 act inactive, TMEM16A act inactive, KCNQ1 inh inactive, hERG rescue -10.2, HDAC3 inh 5.5, TRPC4 potent inactive, DYRK1A inh 4.1, KCNK3 block inactive, KCNK9 inh inactive, TMEM16A inh inactive and TRPC4 act inactive.
For COc1ccc(-c2cn3c(C)c(C(=O)NCc4ccc5c(c4)OCO5)sc3n2)cc1 the results were KCNQ1 act inactive, TMEM16A act inactive, KCNQ1 inh inactive, hERG rescue -2.4, HDAC3 inh -0.6, TRPC4 potent inactive, DYRK1A inh -6.7, KCNK3 block inactive, KCNK9 inh inactive, TMEM16A inh inactive and TRPC4 act inactive.
For Cc1ccc(CN(N=Nc2nonc2N)c2nonc2N)c(C)c1 the results were KCNQ1 act inactive, TMEM16A act inactive, KCNQ1 inh inactive, hERG rescue -11.0, HDAC3 inh 7.7, TRPC4 potent inactive, DYRK1A inh 2.4, KCNK3 block inactive, KCNK9 inh -10.2*, TMEM16A inh 25* and TRPC4 act inactive.
For O=C(CCN1C(=O)/C(=C/c2ccccc2Cl)SC1=S)NCCc1ccc(O)cc1 the results were KCNQ1 act inactive, TMEM16A act inactive, KCNQ1 inh inactive, hERG rescue -8.8, HDAC3 inh 2.9, TRPC4 potent inactive, DYRK1A inh -3.8, KCNK3 block inactive, KCNK9 inh inactive, TMEM16A inh inactive and TRPC4 act inactive.
For S=C(NCc1ccc(Cl)cc1)Nc1ccc(Cl)cc1Cl the results were KCNQ1 act inactive, TMEM16A act inactive, KCNQ1 inh inactive, hERG rescue -3.4, HDAC3 inh -1.3, TRPC4 potent inactive, DYRK1A inh 2.1, KCNK3 block inactive, KCNK9 inh inactive, TMEM16A inh inactive and TRPC4 act inactive.
Screening Cc1cc(C(=O)NNC(=S)Nc2ccccc2)nn1C returned KCNQ1 act inactive, TMEM16A act inactive, KCNQ1 inh inactive, hERG rescue -9.4, HDAC3 inh -1.3, TRPC4 potent inactive, DYRK1A inh -0.6, KCNK3 block inactive, KCNK9 inh inactive, TMEM16A inh inactive and TRPC4 act inactive.
Screening O=C(CSCC(=O)OCC(=O)c1ccc(Br)cc1)Nc1cccc2ccccc12 returned KCNQ1 act inactive, TMEM16A act inactive, KCNQ1 inh inactive, hERG rescue -8.8, HDAC3 inh 2.1, TRPC4 potent inactive, DYRK1A inh 6.1, KCNK3 block inactive, KCNK9 inh inactive, TMEM16A inh inactive and TRPC4 act inactive.
`CC1CCCN(Cc2nc3c(c(=O)n(C)c(=O)n3C)n2Cc2c(F)cccc2Cl)C1` (stereo not drawn) gave KCNQ1 act inactive, TMEM16A act inactive, KCNQ1 inh inactive, hERG rescue -7.0, HDAC3 inh 4.7, TRPC4 potent inactive, DYRK1A inh 3.4, KCNK3 block inactive, KCNK9 inh inactive, TMEM16A inh inactive and TRPC4 act inactive.
Screening Cc1ccccc1C1CC(c2ccc(Br)cc2)Nc2nc(N)nn21 (stereo not drawn) returned KCNQ1 act inactive, TMEM16A act inactive, KCNQ1 inh inactive, hERG rescue -2.1, HDAC3 inh 2.3, TRPC4 potent inactive, DYRK1A inh -10.2, KCNK3 block inactive, KCNK9 inh inactive, TMEM16A inh inactive and TRPC4 act inactive.
For CNC(=S)N/N=C/c1ccc(-c2ccc(Cl)c([N+](=O)[O-])c2)o1 the results were KCNQ1 act inactive, TMEM16A act inactive, KCNQ1 inh inactive, hERG rescue -1.8, HDAC3 inh -1.2, TRPC4 potent inactive, DYRK1A inh 1.3, KCNK3 block inactive, KCNK9 inh inactive, TMEM16A inh inactive and TRPC4 act inactive.
For CCC(=O)N1CCc2cc(S(=O)(=O)N3CCN(c4ccccc4)CC3)ccc21 the results were KCNQ1 act inactive, TMEM16A act inactive, KCNQ1 inh inactive, hERG rescue -7.5, HDAC3 inh 3.0, TRPC4 potent inactive, DYRK1A inh 2.7, KCNK3 block inactive, KCNK9 inh inactive, TMEM16A inh inactive and TRPC4 act inactive.
CC1CCCN(C(=S)Nc2ccc(Nc3ccccc3)cc2)C1 (stereo not drawn) was read as KCNQ1 act inactive, TMEM16A act inactive, KCNQ1 inh inactive, hERG rescue -1.9, HDAC3 inh 1.2, TRPC4 potent inactive, DYRK1A inh 0.5, KCNK3 block inactive, KCNK9 inh inactive, TMEM16A inh inactive and TRPC4 act inactive.
`COc1ccc(OC)c(NC(=S)N2c3ccccc3CC2C)c1` (stereo not drawn) gave KCNQ1 act inactive, TMEM16A act inactive, KCNQ1 inh inactive, hERG rescue -8.1, HDAC3 inh -9.3, TRPC4 potent inactive, DYRK1A inh 0.2, KCNK3 block -9.09*, KCNK9 inh inactive, TMEM16A inh inactive and TRPC4 act inactive.
For COc1ccc(C(=O)COc2ccc3c(C)cc(=O)oc3c2)cc1 the results were KCNQ1 act inactive, TMEM16A act inactive, KCNQ1 inh inactive, hERG rescue -1.0, HDAC3 inh -3.9, TRPC4 potent inactive, KCNK3 block inactive, KCNK9 inh inactive, TMEM16A inh inactive and TRPC4 act inactive.
For CC1CCCCN1C(=O)CSCC(=O)Nc1nc(-c2cccs2)cs1 (stereo not drawn) the results were KCNQ1 act inactive, TMEM16A act inactive, KCNQ1 inh inactive, hERG rescue -21.6, HDAC3 inh 9.5, TRPC4 potent inactive, DYRK1A inh -2.8, KCNK3 block inactive, KCNK9 inh inactive, TMEM16A inh inactive and TRPC4 act inactive.
`COC(=O)c1ccc(CNCC(=O)Nc2ccc(C(=O)OC)cc2)cc1` gave KCNQ1 act inactive, TMEM16A act inactive, KCNQ1 inh inactive, hERG rescue -13.3, HDAC3 inh -3.3, TRPC4 potent inactive, DYRK1A inh -3.0, KCNK3 block inactive, KCNK9 inh inactive, TMEM16A inh inactive and TRPC4 act inactive.
Cc1cc(C)cc(OCC(=O)Nc2nonc2NC(=O)COc2cc(C)cc(C)c2)c1 was read as KCNQ1 act inactive, TMEM16A act inactive, KCNQ1 inh inactive, hERG rescue -12.0, HDAC3 inh -2.2, TRPC4 potent inactive, DYRK1A inh -1.7, KCNK3 block inactive, KCNK9 inh inactive, TMEM16A inh inactive and TRPC4 act inactive.
Cc1ccc(C(=O)NC2CC3CCCC(C2)N3C(=O)NC2CCCCC2)cc1 (stereo not drawn) was read as KCNQ1 act inactive, KCNQ1 inh inactive, hERG rescue -6.6, TRPC4 potent inactive, KCNK9 inh inactive and TRPC4 act inactive.
`Cc1nn(-c2ccccc2)c(-c2ccccc2)c1C(=O)O` gave KCNQ1 act inactive, TMEM16A act inactive, KCNQ1 inh inactive, hERG rescue -3.5, HDAC3 inh -1.6, TRPC4 potent inactive, DYRK1A inh 4.9, KCNK3 block inactive, KCNK9 inh inactive, TMEM16A inh inactive and TRPC4 act inactive.
Cc1cccc(CSc2nc3c(c(-c4cccs4)c2C#N)CN(C)CC3)c1 was read as KCNQ1 act inactive, TMEM16A act inactive, KCNQ1 inh inactive, hERG rescue -8.0, HDAC3 inh 2.2, TRPC4 potent inactive, DYRK1A inh -0.4, KCNK3 block inactive, KCNK9 inh inactive, TMEM16A inh inactive and TRPC4 act inactive.
COc1ccc(CCN2CC(C(=O)NCCc3ccc(C)cc3)CC2=O)cc1OC (stereo not drawn) was read as KCNQ1 act inactive, TMEM16A act inactive, KCNQ1 inh inactive, hERG rescue -10.9, HDAC3 inh 1.7, TRPC4 potent inactive, DYRK1A inh -2.4, KCNK3 block inactive, KCNK9 inh inactive, TMEM16A inh inactive and TRPC4 act inactive.
Screening CCCCN(C)C(=O)CS(=O)(=O)Cc1nc(-c2cccc(OC)c2)oc1C returned KCNQ1 act inactive, TMEM16A act inactive, KCNQ1 inh inactive, hERG rescue -11.8, HDAC3 inh -0.8, TRPC4 potent inactive, DYRK1A inh -4.7, KCNK3 block inactive, KCNK9 inh inactive, TMEM16A inh inactive and TRPC4 act inactive.
For C[N+]1(C)CCC(=C2c3ccccc3CC(=O)c3sccc32)CC1 the results were KCNQ1 act inactive, TMEM16A act inactive, KCNQ1 inh inactive, hERG rescue -11.3, HDAC3 inh inconclusive, TRPC4 potent inactive, DYRK1A inh 9.2, KCNK3 block inactive, KCNK9 inh inactive, TMEM16A inh inactive and TRPC4 act inactive.
O=C(COc1ccccc1)NCC1(N2CCCCC2)CCCCC1 was read as KCNQ1 act inactive, TMEM16A act inactive, KCNQ1 inh inactive, hERG rescue -5.6, HDAC3 inh 0.2, TRPC4 potent inactive, KCNK3 block inactive, KCNK9 inh inactive, TMEM16A inh inactive and TRPC4 act inactive.
CC1(C)CN(c2ccc(C(=O)c3ccccc3)cc2)C1=O was read as KCNQ1 act inactive, TMEM16A act inactive, KCNQ1 inh inactive, hERG rescue -11.1, HDAC3 inh -2.9, TRPC4 potent inactive, DYRK1A inh 1.8, KCNK3 block inactive, KCNK9 inh inactive, TMEM16A inh inactive and TRPC4 act inactive.
CCc1ccc(N2CC(C(=O)Nc3cc(C)on3)CC2=O)cc1 (stereo not drawn) was read as KCNQ1 act inactive, TMEM16A act inactive, KCNQ1 inh inactive, hERG rescue -4.2, HDAC3 inh 9.8, TRPC4 potent inactive, DYRK1A inh -0.1, KCNK3 block inactive, KCNK9 inh inactive, TMEM16A inh inactive and TRPC4 act inactive.
For O=C(NN1C(=O)C2C3C=CC([C@@H]2C1=O)C31CC1)c1ccccc1 (stereo partly drawn) the results were KCNQ1 act inactive, TMEM16A act inactive, KCNQ1 inh inactive, hERG rescue 0.1, HDAC3 inh -3.6, TRPC4 potent inactive, DYRK1A inh -1.7, KCNK3 block inactive, KCNK9 inh inactive, TMEM16A inh inactive and TRPC4 act inactive.
`CCOC(=O)c1cc(S(=O)(=O)N2CCN(C3CCCCC3)CC2)cn1C` gave KCNQ1 act inactive, TMEM16A act inactive, KCNQ1 inh inactive, hERG rescue -7.5, HDAC3 inh -1.0, TRPC4 potent inactive, DYRK1A inh -7.2, KCNK3 block inactive, KCNK9 inh inactive, TMEM16A inh inactive and TRPC4 act inactive.
`CSc1ccccc1NC(=O)c1c(Br)cnn1C` gave KCNQ1 act inactive, TMEM16A act inactive, KCNQ1 inh inactive, hERG rescue -4.2, HDAC3 inh -0.9, TRPC4 potent inactive, DYRK1A inh 2.4, KCNK3 block inactive, KCNK9 inh inactive, TMEM16A inh inactive and TRPC4 act inactive.
`CN(C)C(CNC(=O)c1ccc2nc[nH]c2c1)c1ccccc1` (stereo not drawn) gave KCNQ1 act inactive, TMEM16A act inactive, KCNQ1 inh inactive, hERG rescue -4.2, HDAC3 inh 3.8, TRPC4 potent inactive, DYRK1A inh -0.3, KCNK3 block inactive, KCNK9 inh inactive, TMEM16A inh inactive and TRPC4 act 142*.

From PubChem
